# Source: PubChem BioAssay (National Center for Advancing Translational Sciences (NCATS))
# ERK EGF block: inhibitors of EGF-stimulated ERK signaling pathway | HEK293-V1b, EGF-stimulated phospho-ERK AlphaScreen | Potency, µM (series often up to 11.5 µM), for the others: at the top dose activity change, negative = inhibition, most hits filed as inhibitors | 0.41% of 130,000 active | AID 1454; active = well fitted inhibition curve with a large enough effect; inconclusive = small, poorly fitted or top-dose-only effect, or effect the other way;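 also: plate controls were stimulated vehicle wells for no effect and unstimulated vehicle basal for full effect; nearly all actives have a fitted effect of over 55% in size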
#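 Compounds are titrated over HEK293-V1b cells kept overnight in 1% FBS. After 30 min at 37C, EGF (25 nM final) triggers ERK phosphorylation for 5 min, measured by AlphaScreen in lysates.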
# An asterisk follows results filed as active; ? = inconclusive; [ ] = remark or other dose. Potency is read from the fitted curve at half-maximal effect.
ERK EGF block	SMILES
-1%	Fc1ccccc1C1c2cccn2CCN1C(=S)Nc1cccc(Br)c1 (configuration not stated)
-6%	CCNc1nc(NC(C)C)nc(N(C#N)CC(=O)OC)n1
25%	COC(=O)Oc1ccccc1C(=O)O
-1%	Nc1nc(-c2cccs2)c(CC(=O)O)s1
-9%	OCc1ccccc1O[C@@H]1O[C@H](CO)[C@@H](O)[C@H](O)[C@H]1O
0%[57.5 µM]	O=C(CN1CCOCC1)Nc1ccc2c(c1)OCCO2
0%	COc1ccc(CNC(=O)c2ccc(CNc3c(NC4CCCCC4)c(=O)c3=O)cc2)cc1
10%[57.5 µM]	Cc1ccc(C(=O)Cn2nnc(-c3ccccc3)n2)cc1
7%	Cc1cc(=O)oc2cc(OCC(=O)OCC(=O)Nc3ccc4ccccc4c3)ccc12
-4%	CN1CCN(NC(=O)c2cccs2)CC1
3%[57.5 µM]	O=[N+]([O-])c1ccc(OC(F)F)c(/C=N/n2cnnc2)c1
1%	Cc1[nH][nH]c(=O)c1C=Nc1ccc(C(F)(F)F)cc1
-8%	Nc1cccc(-n2cccc2)c1
-3%	CS(=O)(=O)N1CCC(C(=O)Nc2cc(Cl)ccc2Cl)CC1
7%	O=C(NNS(=O)(=O)c1ccc(Cl)cc1)c1cc(-c2ccccc2)nc2ccccc12
5%	Cc1cnc2ncc3sccc3c2c1
5%	O=C1[C@@H]2[C@@H]3C[C@@H]([C@H]4ON=C(c5ccc(Cl)cc5)[C@@H]34)[C@@H]2C(=O)N1C1CCCCC1
2%	CC(=O)c1ccc(NC(=O)COc2ccccc2C(=O)Nc2ccc(C)cn2)cc1
12%	CCCc1cc(NCc2ccccn2)n2c(nc3ccccc32)c1C#N
-2%[57.5 µM]	O=C(Oc1c(-c2ccccc2)c(=O)n2c3c(cccc13)CC2)c1cccc([N+](=O)[O-])c1
5%[57.5 µM]	CCc1nc2oc3ccccc3c(=O)c2c(=O)n1-c1ccc(C)cc1
6%	Cc1cccc(-n2ncc3c(N4CCCC4)ncnc32)c1
-1%	CC(C)C(=O)N1CCN(c2ccc(NC(=O)c3cccs3)cc2)CC1
11%	CC(C)(C)c1ccc(C(=O)Nc2cccc([N+](=O)[O-])c2)cc1
-5%	Cc1sc2nc(SCC(=O)N3CCCCC3)[nH]c(=O)c2c1C
1%[57.5 µM]	C/C=C\C(=O)Nc1cccc(C2=NOC3(C2)C[C@H](C(N)=O)N(C(=O)[C@H]2CCC(=O)N2)C3)c1 (some centres not stated)
-6%[57.5 µM]	CC(C)OC(=O)CSc1nnc(-c2ccccn2)n1N
-1%	C=CCn1c(O)c(N=NC(=O)CNC(=O)c2cccs2)c2ccccc21
0%[57.5 µM]	O=c1cn[nH]c2ccccc12
-9%[57.5 µM]	COc1cccc(/C=C2\CCc3ccccc3C2=O)c1

# Next compounds follow:
ERK EGF block	SMILES
4%	Cc1cc(C(=O)N/N=C/c2cc([N+](=O)[O-])ccc2O)c2ccccc2n1
-3%[57.5 µM]	COc1cc(/C=N/NC(=O)c2cccs2)ccc1O
3%[57.5 µM]	Cn1nc(C(=O)OCC(=O)Nc2ccc(S(N)(=O)=O)cc2)c2ccccc2c1=O
?	Cc1ccc(O)c(N=Nc2ccc(S(=O)(=O)N3CCCC3)cc2)c1
-1%	Cc1c(Cl)c(C(=O)NC2CCCC2)nn1C
13%[57.5 µM]	CC(=O)Nc1ccc(NC(=O)C(C)OC(=O)c2ccc3c(c2)OCCO3)cc1 (configuration not stated)
3%	O=C1CC(N2CCC(c3nc4ccccc4o3)CC2)C(=O)N1 (configuration not stated)
-1%	CCN(C(=O)COC(=O)c1ccc(Cl)cc1N)C1CCCCC1
-18%	O=C(CCN1C(=O)C2C3C=CC(C3)C2C1=O)Nc1ccccc1 (configuration not stated)
3%	Cc1ccccc1/C=C1\CCCc2ccccc2C1=O
10%	Cc1ccc(/C=C/C(=O)Nc2sc3c(c2C#N)CCCC3)o1
-3%	Cc1nn(CCC(N)=S)c2nc(-c3cccs3)cc(C(F)(F)F)c12
-7%	Cc1c(CCOC(=O)c2cc([N+](=O)[O-])cc([N+](=O)[O-])c2)sc[n+]1CCCCS(=O)(=O)[O-]
-3%	O=C(O)C(=O)/C(=C\c1ccc(Cl)cc1)c1ccc2ccccc2n1
-7%	Cc1cc(=O)oc2cc(N3C(=O)CC(Cc4ccccc4)C3=O)ccc12 (configuration not stated)
2%	COc1cc(/C=C(\C#N)c2ccccn2)ccc1OCC(=O)Nc1cccc(C(F)(F)F)c1
30%	CCc1cccc(C)c1NC(=O)CN(C)Cc1ccc(Br)cc1
-2%	COc1ccc(C(=O)NNC(=O)c2ccc(C)cc2)cc1S(=O)(=O)N1CCCC1
-6%	COC(=O)c1[nH]c2ccc(C)cc2c1NC(=O)c1ccccc1[N+](=O)[O-]
-1%	C/C(=N/NC(=O)c1cccs1)c1ccc(N2CCOCC2)cc1
4%	Cc1ccc(OCCOC(=O)Nc2ccccc2)cc1
-2%	Cc1cc(C)c2[nH]c(=O)c(CN(CC3CCCO3)C(=S)Nc3ccccc3)cc2c1 (configuration not stated)
-1%	CC(C)COc1ccc(C(=O)Nc2ccc(SC(F)F)cc2)cc1
9%	Cc1cc(C)n2nc(N)c(N=Nc3cccc(Cl)c3)c2n1
2%	CCOC(=O)c1sc(-c2ccccc2)nc1C
6%	O=C(Nc1ccc(SC(F)F)cc1)c1ccccc1F
1%	Cc1cccc(C)c1NC(=O)C(c1ccccc1)N1CC(=O)Nc2ccccc21 (configuration not stated)
4%	CCN(CC)Cc1ccc(Nc2ccnc3cc(Cl)ccc23)cc1O
7%	CCn1c(SCC(=O)O)nnc1-c1ccccc1OC
-2%[57.5 µM]	CC1(OC(=O)CCc2ccccc2)C(=O)C=C2C=C(c3ccc(C#N)cc3)N(c3ccccc3)C=C2C1=O (configuration not stated)

# Next section.
ERK EGF block	SMILES
?	CCn1c2ccccc2c2cc(NC(=O)c3ccccc3-c3ccccc3C(=O)O)ccc21
17%	CC(N)(Cc1ccc(O)cc1)C(=O)O (configuration not stated)
-1%	Cc1cc(NC(=O)CSc2nccn2C)no1
-5%	O=C(CSc1nc2c(cnn2-c2ccccc2)c(=O)[nH]1)c1ccc(Cl)cc1
-4%	Cc1cc(N2CCN(C(=O)c3ccco3)CC2)n2nc(C)nc2n1
2%[57.5 µM]	Cc1cc(Cl)n2ncc(-c3ccccc3)c2n1
1%[57.5 µM]	C=CCNC(=O)C1COc2ccccc2O1 (configuration not stated)
-6%	O=C(c1ccc(Cl)cc1[N+](=O)[O-])N1CCOCC1
-2%	O=C(Nc1ccc(S(=O)(=O)Nc2nccs2)cc1)C1CC(=O)N(c2ccccc2)C1 (configuration not stated)
-16%	Fc1ccc(OCc2nc(-c3ccncc3)n[nH]2)cc1
-16%	Cc1ccccc1OCCn1cc(C(=O)C(=O)N2CCOCC2)c2ccccc21
7%	COc1ccc(-c2cc(C(=O)Nc3cc(C)nn3-c3ccccc3)no2)cc1OC
-8%[57.5 µM]	COc1cc2c(cc1OC)-c1cc(Nc3ccccc3)nc(=O)n1CC2
0%[57.5 µM]	CCOC(=O)c1cnc(-c2ccc(C(F)(F)F)cn2)[nH]c1=O
2%	NC(=O)CN1C(=O)C(O)(CC(=O)/C=C\C=C\c2ccccc2)c2ccccc21 (configuration not stated)
0%	CCOC(=O)C(=O)Nc1ccc(OC)c(Cl)c1
-1%[57.5 µM]	COC(=O)C(O)(NC(=O)c1ccncc1)C(F)(F)F (configuration not stated)
3%	CCCCc1nc(NCC2CCCO2)c(C#N)c2c1COC(C)(C)C2 (configuration not stated)
1%[57.5 µM]	CNC(=S)NC1(C)CCS(=O)(=O)C1 (configuration not stated)
0%[57.5 µM]	COc1cc(OC)c(OC)cc1C#N
3%	Cc1ccccc1CC1(CO)CCCN(C(=O)c2ccc3ncccc3c2)C1 (configuration not stated)
2%	O=C(CCc1nnc(CCCCc2ccccc2)o1)NC(c1cccnc1)C(F)(F)F (configuration not stated)
-13%[57.5 µM]	COc1ccccc1N(CC(=O)NCC1CCCO1)C(=O)CNS(=O)(=O)c1ccc(Cl)cc1 (configuration not stated)
2%	O=C(Cc1csc(-c2ccccc2)n1)NCc1cccs1
-4%	CSc1ccc(Cl)c(C(=O)Nc2ccc(Cl)cn2)c1
3%	CCN(CC)S(=O)(=O)c1cccc(C(=O)N/N=C/c2cccc(O)c2O)c1
7%	CCCCOC(=O)C[N+](C)(C)CCOC1CC2CCC1(C)C2(C)C (configuration not stated)
3%	CCCCN(c1ccccc1)c1ncnc2nc[nH]c12
6%[57.5 µM]	O=C(O)Cn1cc(/C=N/NC(=O)c2cc3cc(Br)ccc3o2)c2ccccc21
-4%[57.5 µM]	CC1(C)CC(=O)c2cnc(NC(=O)C3CCCC3)nc2C1

# New compounds follow
ERK EGF block	SMILES
-15%[57.5 µM]	Cc1csc(CCc2nc(C)cs2)n1
-1%	CC(C(=O)Nc1ccccc1)N(c1cccc(Cl)c1)S(C)(=O)=O (configuration not stated)
1%	O=C(Nc1ccc(NC(=S)NC(=O)c2cccs2)cc1)c1ccccc1
-4%[57.5 µM]	O=C1NCC(O)=C1C=Nc1ccccc1O
-2%	Cn1c(SCC(=O)Nc2cccc(F)c2)nnc1-c1cccnc1
2%	CC(C)N(C(C)C)S(=O)(=O)c1ccc(Cl)nc1
-15%[57.5 µM]	CCCOc1ccc(CCC(=O)N/N=C/c2ccncc2)cc1
16%	O=C(c1ccc(Br)o1)N1CCc2ccccc21
-11%[57.5 µM]	NCc1ccccc1COc1ccccc1
-19%[57.5 µM]	CSc1ccc(C(=O)C2CCCN(C(=O)CCCn3cncn3)C2)cc1 (configuration not stated)
-2%	O=C(CN1CCN(Cc2ccccc2Cl)CC1)N/N=C/C=C\c1ccccc1[N+](=O)[O-]
-10%[57.5 µM]	Oc1ccccc1C=NCCCCCCN=Cc1ccccc1O
-5%	COc1ccccc1N1CCN(CC(=O)Nc2sccc2C#N)CC1
-4%	S=c1[nH]nc(-c2ccccn2)n1/N=C/c1cccc(Cl)c1
-3%[57.5 µM]	CN(CC(=O)NCc1ccco1)S(=O)(=O)c1ccc2c(c1)c(=O)n(C)c(=O)n2C
-5%	Cc1c(Br)c(C(F)(F)F)nn1CC(=O)NCCCn1ccnc1
2%[57.5 µM]	Cc1ccc(C(C[N+](=O)[O-])c2c(N)n(C)c(=O)n(C)c2=O)cc1 (configuration not stated)
2%[57.5 µM]	C=CCc1ccccc1OCCOc1ccc([N+](=O)[O-])cc1/C=N/NC(N)=O
0%	O=C1CCC/C(=N\NC(=O)c2ccc(CSc3cccc4cccnc34)cc2)C1
-7%	COc1ccccc1/C=C(/C(=O)OCC(=O)Nc1cc(C)ccc1C)c1ccccc1
28%	NC(=O)C1CCN(C2CC(=O)NC2=O)CC1 (configuration not stated)
3%	O=C1OCC2=C1C(c1ccccc1)CC(=O)N2c1ccccc1 (configuration not stated)
-6%[57.5 µM]	CCOC(=O)C(=O)N/N=C/c1ccc(F)cc1
-3%	COC(=O)[C@@]1(C)C=C[C@@H](Cc2ccccc2)N1C(C)=O
7%	Cc1nn(-c2ccccc2)c(NC(=O)c2cccs2)c(-c2ccccc2)c1=O
-1%	COc1ccc(OC)c(NC(=O)CNC(=O)c2ccc([N+](=O)[O-])cc2)c1
-10%	Cc1nonc1NC(=O)CSc1nc2ccccc2cc1C#N
1%	Cn1cc(Br)c(C(=O)n2cc(Br)cn2)n1
4%	Cc1cc(C)cc(NC(=O)CSc2nc3c(oc4ccccc43)c(=O)n2-c2ccccc2)c1
?	COc1cc(OC)cc(C(=O)NNC(=S)Nc2ccc(S(N)(=O)=O)cc2)c1

# In the list so far, 14 contain a thiophene ring, fused or not:
ERK EGF block	SMILES
-1%	Nc1nc(-c2cccs2)c(CC(=O)O)s1
-4%	CN1CCN(NC(=O)c2cccs2)CC1
5%	Cc1cnc2ncc3sccc3c2c1
-1%	CC(C)C(=O)N1CCN(c2ccc(NC(=O)c3cccs3)cc2)CC1
-5%	Cc1sc2nc(SCC(=O)N3CCCCC3)[nH]c(=O)c2c1C
-1%	C=CCn1c(O)c(N=NC(=O)CNC(=O)c2cccs2)c2ccccc21
-3%[57.5 µM]	COc1cc(/C=N/NC(=O)c2cccs2)ccc1O
10%	Cc1ccc(/C=C/C(=O)Nc2sc3c(c2C#N)CCCC3)o1
-3%	Cc1nn(CCC(N)=S)c2nc(-c3cccs3)cc(C(F)(F)F)c12
-1%	C/C(=N/NC(=O)c1cccs1)c1ccc(N2CCOCC2)cc1
2%	O=C(Cc1csc(-c2ccccc2)n1)NCc1cccs1
1%	O=C(Nc1ccc(NC(=S)NC(=O)c2cccs2)cc1)c1ccccc1
-5%	COc1ccccc1N1CCN(CC(=O)Nc2sccc2C#N)CC1
7%	Cc1nn(-c2ccccc2)c(NC(=O)c2cccs2)c(-c2ccccc2)c1=O

# Three entries from above, set out differently.
smiles | ERK EGF block
COc1ccc(OC)c(NC(=O)CNC(=O)c2ccc([N+](=O)[O-])cc2)c1 | -1%
CSc1ccc(C(=O)C2CCCN(C(=O)CCCn3cncn3)C2)cc1 (configuration not stated) | -19%[57.5 µM]
Cc1nonc1NC(=O)CSc1nc2ccccc2cc1C#N | -10%

# Following part:
ERK EGF block	SMILES
-5%	N#CC(c1ccncc1)(c1ncc(C(F)(F)F)cc1Cl)N1CCOCC1 (configuration not stated)
-5%[57.5 µM]	CCOc1ccc(Cn2c(=O)sc3ccccc32)cc1OC
0%[57.5 µM]	Cc1ccccc1NC(=O)Cc1nnc(N)s1
0%	CC(=O)c1c(O)c2ccccc2n(C(C)C)c1=O
-2%	CCN(CC)C(=O)CSc1nnc(COc2cccc(C)c2)n1C
-5%[57.5 µM]	O=C(N/N=C/c1ccco1)c1cccc(N2Cc3ccccc3C2)c1
7%	CC(=O)N(Cc1nc2sc(C)c(C)c2c(=O)[nH]1)C1CCCC1
-9%	CCCCc1cc(=O)oc2cc(OS(C)(=O)=O)ccc12

# A few values from the results shown:
# Cc1cc(C)n2nc(N)c(N=Nc3cccc(Cl)c3)c2n1 in ERK EGF block: 9%
# O=C(Nc1ccc(S(=O)(=O)Nc2nccs2)cc1)C1CC(=O)N(c2ccccc2)C1 (configuration not stated) in ERK EGF block: -2%

# These rows are one share of the data. The share of hits here may be higher or lower than overall.
